All columns: NCI-60 one-dose screen, growth in % after 48 h at 10 µM unless noted; 100 = growth as untreated, 0 = no growth, -100 = all killed.
HL-60(TB) = HL-60(TB) leukemia cells | actives 9% (n = 78,000); active = growth percent below 10
An asterisk follows results filed as active; & = joins results of further samples.

nr	mol	HL-60(TB)
1	NS(=O)(=O)c1ccc(CCn2c(SCC(=O)N/N=C/c3ccc(O)cc3)nc3ccccc3c2=O)cc1	45
2	Cc1ccc(-c2csc(NC(=O)c3cc(-c4ccccc4)nc4ccc(Cl)cc34)n2)cc1	95
3	COc1ccc(-c2nn(-c3ccccc3)cc2-c2nc3ccccc3s2)cc1	117
4	CC(C)(C)NC[C@H](O)c1ccc(O)c(CO)c1	86
5	CC1N=C(SCC(=O)c2ccc(Cl)cc2)N2C(C)N=C(SCC(=O)c3ccc(Cl)cc3)N12 (stereo unspecified)	98
6	O=C(CNc1ccccc1)Nn1c(COc2ccccc2)nc2ccccc2c1=O	101
7	O=C1[C@@H]2Cc3c([nH]c4ccccc34)[C@H](c3ccc(Cl)cc3)N2C(=O)CN1C1CCN(CC2CCCCC2)CC1	71
8	CCC(=O)Oc1c(Br)cc(C(C)(C)C)cc1Br	95
9	O=C(NCc1ccc(Cl)cc1Cl)C1CCC(=O)N1C(=O)Nc1ccc(Cl)nc1 (stereo unspecified)	100
10	Nc1ncnc2c1c(C(F)(F)F)cn2[C@@H]1O[C@H](CO)[C@@H](O)[C@H]1O	-26*
11	CCOc1ccc([N+](=O)[O-])cc1	116
12	COC(=O)C1(CC(=O)c2cc(Cl)ccc2Cl)NC(=S)NC(=O)C1C#N (stereo unspecified)	106

Other entries.
nr	mol	HL-60(TB)
13	O=c1cc[nH]c2c([N+](=O)[O-])ccc(NCCCN3CCN(CCCNc4ccc([N+](=O)[O-])c5[nH]ccc(=O)c45)CC3)c12	109
14	C[C@H]1C=C(Br)[C@]2(CCCO2)C12CCCCC2	107
15	OC1Cc2ccccc2C1Nc1cccc(C(F)(F)F)c1 (stereo unspecified)	97
16	CCc1csc(=S)[nH]1 (tested in a mixture with another compound)	199
17	CC1=NN(c2nc(-c3ccco3)c(C#N)c(=O)n2C)C(=O)C1N=Nc1c(C)n(C)n(-c2ccccc2)c1=O (stereo unspecified)	115
18	COc1ccc(N2C(=O)NC(c3ccccc3)=CC2c2ccc(Cl)cc2)cc1 (stereo unspecified)	100
19	CCOC(=O)C1=C(C)NC(=O)NC1c1c(Cl)n(Cc2ccccc2)c2ccccc12 (stereo unspecified)	63
20	CC1CCCN1C1=Nn2c(nnc2-c2cc(C(F)(F)F)cc(C(F)(F)F)c2)SC1 (stereo unspecified)	89
21	C#CCSc1nnc(-c2ccncc2)o1	96
22	Nc1cccc2cc(O)ccc12	115
23	Cc1ccc(OCC(O)CN2CCN(c3cccc(C)c3)CC2)cc1 (stereo unspecified)	114
24	Nc1c(C(=O)Nc2ccccn2)sc2nc3c(cc12)C(O)CCC3 (stereo unspecified)	9.6*

(next part)
nr	mol	HL-60(TB)
25	NC(c1ccccc1)S(=O)(=O)O (stereo unspecified)	92
26	Cc1nc2sc(C(=O)Nc3ccnc4ccccc34)c(N)c2cc1C(C)O (stereo unspecified)	89
27	COCC(=O)Nc1ccc(Cl)c(Cl)c1	90
28	COc1ccc(N=Nc2c(N)nn3c(-c4cc5cc(Br)ccc5oc4=O)ccnc23)cc1	102
29	CCC1(C)COC(c2ccc(OC)c(OC)c2)OC1 (stereo unspecified)	100
30	Cc1cc(=O)n(-c2ccccc2)n1C	92
31	CC(C)(C)c1cc(C(C)(C)C)cc(S(=O)(=O)Nc2cccc(C(=O)NCCN)c2)c1	67
32	CC1=C(c2cc(-c3ccc(N(C)C)cc3)nc(=S)[nH]2)C(c2ccccc2)NC(=S)N1 (stereo unspecified)	100
33	O=S(=O)(NCCCNc1nccc(-c2c(-c3cccc(F)c3)nc3occn23)n1)c1ccc(Cl)cc1	88
34	C=CCOP(OCC=C)OCC=C	101
35	CCC(=O)C(CCN(C)C)c1ccccn1 (stereo unspecified)	100
36	Nc1nc(Nc2ccccc2SSc2ccccc2Nc2nc(N)nc(-c3ccc4ccccc4c3)n2)nc(-c2ccc3ccccc3c2)n1	112

Next entries follow:
nr	mol	HL-60(TB)
37	COc1ccc2c(c1)C1(C(=O)N2)C(C#N)=C(c2ccccc2)Nc2c1c(-c1ccccc1)nn2-c1ccccc1 (stereo unspecified)	4.0*
38	N#Cc1c(N)sc(=S)c2c1CCCC2	98
39	Nc1cc2c3ccccc3ccc2c2ccccc12	49
40	CC(=O)N[C@H]1CC[C@H]2[C@@H]3CCC4=CC(=O)CC[C@]4(C)[C@H]3CC[C@]12C	96
41	CC(=O)COc1ccc(/C=C2\CCCC3C2=NNC3c2ccc(OCC(C)=O)cc2)cc1 (stereo unspecified)	124
42	COc1ccc(-c2c[nH]c(C(=O)NCCO)c2-c2cc(OC)c3c(c2OC)OCO3)cc1	91
43	COC(=O)c1ccc2oc(NC(=O)c3ccc(NCCc4ccccc4)c([N+](=O)[O-])c3)nc2c1	86
44	Cc1ccc2[nH]c(O)c(N=Nc3nc(-c4ccc(Cl)cc4)c(C#N)c(=O)[nH]3)c2c1	100
45	Nc1ncnc2c1ncn2C1CCCC(CO)O1 (stereo unspecified)	79
46	CS(=O)(=O)CC(=N\N)/C(CS(C)(=O)=O)=N/N	99
47	CCOC(=O)c1cnc2c3c(noc13)CCC2	105
48	O=C(CN1CCn2c(nnc2C(F)(F)F)C1)Nc1nc2ccc(O)cc2s1	100

Continued:
nr	mol	HL-60(TB)
49	CCOC(=O)c1nn(-c2ccccc2)cc1/C=C1\SC(=S)N(CCC(=O)O)C1=O	86
50	CCCSc1nc(Nc2ccc(C(C)=O)cc2)c(C#N)c(-c2ccccc2)n1	102
51	CC(=O)CC(=O)NCCN(C)C	97
52	CCOC(=O)C(C)(C)C(=O)O	79
53	Cc1cc(=O)n(-c2nc3ccccc3[nH]2)[nH]1	108
54	O=[N+]([O-])c1ccc(OCCO)cc1	125
55	Cc1ccc([N+](=O)[O-])cc1S(=O)(=O)O	93&72
56	Cn1ccnc1C(=O)/C=C/c1ccc(NC(=O)c2ccc(Cl)cc2)cc1	71
57	Cc1cc(=O)[nH]c(SCC(=O)Nc2nc(-c3ccccc3)cs2)n1	101
58	CCOC(=O)C/C(=N\Nc1cc(=O)[nH]c2ccc(Cl)cc12)C(=O)OCC	91
59	CCN(CC)CCN1C(=O)c2c(c3c4cc(Br)ccc4[nH]c3c3ccc4ccccc4c23)C1=O	-35*
60	Oc1[nH]c2ccccc2c1N=NC(=S)N=Nc1c(O)[nH]c2ccccc12	105

New compounds follow
nr	mol	HL-60(TB)
61	CC(=O)OCC(=O)[C@@]1(O)CC[C@H]2[C@@H]3C[C@H](F)C4=CC(=O)CC[C@]4(C)[C@H]3C(=O)C[C@@]21C	105
62	Cc1nnc(N2CCN(c3ccccc3F)CC2)c2ccccc12	110
63	CSc1nc(N)c(C(=O)Nc2ccc([N+](=O)[O-])cc2)s1	67
64	Cc1ccc2nc(-c3ccc(OCC(=O)N=Nc4c(O)[nH]c5ccc(Cl)cc45)cc3)[nH]c2c1	87
65	CC(C)(CC(C)(N)C(=O)O)OCc1ccccc1 (stereo unspecified)	104
66	C=CC(=O)NC(=O)Nc1ccccc1Cl	33
67	CC(/C=C/C(O)=C1/C(=O)CNC1=O)=C\[C@@H](C)[C@H]1O[C@@]2(C)O[C@H](C(=O)[C@@H]3O[C@@]32C)[C@@H]1C	99
68	COc1ccc(-c2cc(-c3ccccc3)nc(SCCCCCC(=O)NO)n2)cc1	-26*
69	Cc1ccc(/C=C2\CN(C(=O)C(Cl)Cl)C/C(=C\c3ccc(C)cc3)C2=O)cc1	-21*
70	CC(C)OC(=O)Nc1cc(Cl)ccc1Cl	109
71	CC(Cl)CNC1CCCCC1 (stereo unspecified)	111
72	CCOC(=O)C1(c2ccccc2)CCOC1=O (stereo unspecified)	94

Quoted at random: 2 compounds from above
nr	mol	HL-60(TB)
63	CSc1nc(N)c(C(=O)Nc2ccc([N+](=O)[O-])cc2)s1	67
66	C=CC(=O)NC(=O)Nc1ccccc1Cl	33

More entries follow:
nr	mol	HL-60(TB)
73	N#C/C(=C\c1ccc(Cl)cc1)C(=O)NNc1nc2ccccc2[nH]c1=O	81
74	COc1ccc(-c2c3c(cc4ncn(Cc5ccccc5)c24)COC3=O)cc1	118
75	CCCCCCCCCCCC(=O)N(CC)CC	94
76	Clc1cnc(OCCc2ccncc2)nc1-n1cnc2ccccc21	90
77	COc1cc(C2CC(=O)Nc3nc(N)[se]c32)cc(OC)c1OC (stereo unspecified)	89
78	COc1ccc(C(=O)CSc2nnc3n2N=C(c2ccc(OC)cc2)CS3)cc1	87
79	C/C=C\[C@]1(O)[C@@]2(O)C(=O)O[C@]13C(=Cc1c(OC)ccc(OC)c1[C@@H]3O)C(=O)C2C (stereo partly specified)	98
80	CC1C=CCP1(C)=O (stereo unspecified)	98
81	C1=C(c2ccccc2)CCNC1	101
82	COc1ccc([C@H]2C(C(=O)c3ccc(O)cc3)C3(N[C@@H]2c2ccccc2)C(=O)Nc2ccccc23)cc1 (stereo partly specified)	113
83	CC(=O)C(=Cc1ccc(C=C(C(C)=O)C(C)=O)cc1)C(C)=O	7.1*
84	CCOC(=O)c1c(Nc2ccccc2)nn2c(N)c(C#N)c(-c3ccc(Cl)cc3Cl)nc12	86

More structures:
nr	mol	HL-60(TB)
85	CCCCCCOC(=O)CC1=C(C)/C(=C/c2[nH]c(-c3ccc[nH]3)cc2OC)N=C1C	-43*
86	CCOc1cc(/C=C/C(=O)C(C(=O)/C=C/c2ccc(OC(=O)CNc3nc4ccccc4[nH]3)c(OCC)c2)C(=O)CNc2nc3ccccc3[nH]2)ccc1OC(=O)CNc1nc2ccccc2[nH]1	-44*
87	Cc1ccc(S(=O)(=O)/C(=C\c2ccc(Cl)cc2)C(=O)c2ccc(-c3ccccc3)cc2)cc1	105
88	CC(=O)N(CC#CCN(C(C)=O)c1ccccc1)c1ccccc1	105
89	O=C(CSc1oc(-c2ccccc2)nc1S(=O)(=O)c1ccc(Br)cc1)Nc1ccc(F)cc1	79
90	CCCC1OC(CCc2ccccc2)OCC1CC (stereo unspecified)	107
91	Cc1ccc(C(=O)NN2C(=O)CSC2c2ccccc2[N+](=O)[O-])cn1 (stereo unspecified)	64
92	O=C(Nc1ccc(Br)cc1)C1=NCCCCN1	98
93	CCn1c(O)c(C=Nc2ccccc2)s/c1=N/Nc1nc(-c2ccccc2)cs1	96
94	CNS(=O)(=O)Cc1ccc2[nH]cc(CCN(C)C)c2c1	106
95	COc1cc(-c2nc(SCCC(C)C)nc(-n3ccnc3)c2C#N)cc(OC)c1OC	60
96	CCCCCCCCCCCCCCCCCCNC(=O)[C@H]1CSC(c2ccc(F)c(OC)c2)N1 (stereo partly specified)	-68*

New compounds follow
nr	mol	HL-60(TB)
97	Cn1c(=O)c2c(nc(Cc3ccccc3)n2C)n(C)c1=O	140
98	Cc1c(C(=O)NCCc2ccccc2)sc2ncc(-c3ccc(Br)cc3)n12	59
99	CSc1ncc2[nH]c(C(O)c3ccccc3)nc2n1 (stereo unspecified)	97
100	Cn1cnc2c(SCCO)ncnc21	88
101	CCOC(=O)CN1CCC(C(=O)OCC)CC1	116
102	N=C(N)Oc1ccc(Cl)cc1	91
103	C#CCn1cc(C=C2C(=O)NC(=S)NC2=O)c2cc(Cl)ccc21	-4.4*
104	Cn1cc2cc(/C=C3\NC(=NC45CC6CC(CC(C6)C4)C5)NC3=O)ccc2n1	123
105	COc1ccccc1C1(CCC#N)CCCCC1=O (stereo unspecified)	121
106	Cc1nn(-c2ccc(Cl)cc2)c(=O)n1CCn1c(C)nc2ccccc21	99
107	CCN1C(=O)N(CC)C2SC(N/N=C/c3ccccc3F)=NC21 (stereo unspecified)	0.1*
108	COc1ccc(N=CC2CCCCC2=O)c([N+](=O)[O-])c1 (stereo unspecified)	75

More entries
nr	mol	HL-60(TB)
109	COc1cc(/C=C2\CN(S(=O)(=O)c3ccccc3)C/C(=C\c3cc(CN4CCCCC4)c(O)c(OC)c3)C2=O)cc(CN2CCCCC2)c1O	-38*
110	COC1(CO)CCN(c2nnnn2Cc2ccc(F)c(C)c2)CC1	101
111	CC1(C)CC[C@]2(CO)CC[C@]3(C)C([C@H](O)C[C@@H]4[C@@]5(C)CC[C@H](O)C(C)(C)[C@@H]5CC[C@]43C)[C@@H]2C1 (stereo partly specified)	92
112	O=C(CSc1nnc(CN2CCN(c3cc4c(cc3F)c(=O)c(C(=O)O)cn4C3CC3)CC2)o1)c1ccccc1	95
113	O=Cc1cc(Cl)ccc1[N+](=O)[O-]	114
114	CCOC(=O)c1c(NC(=O)c2ccccc2)sc2c3c(ccc12)OCN(C)C3	-62*
115	C=CCn1c(SCC(=O)Nc2ccc(C(=O)/C=C/c3cc4cc(OC)ccc4nc3Cl)cc2)nnc1-c1ccc(Br)cc1	81
116	N#CCC(=O)n1ccc(-c2cc3cc(Br)ccc3oc2=O)n1	109
117	CCOC(=O)CN1CCC(C2(c3cc4ccccc4[nH]3)OCCO2)CC1	100&89
118	CC/C(=C(\CC)c1ccc(OS(=O)(=O)O)cc1)c1ccc(OS(=O)(=O)O)cc1	74
119	COc1cccc(/C=N/NC(N)=S)c1OC	99
120	CCCCCCCCCCCCCCCCCCNC(=O)N1CC1	96

Additional results follow.
nr	mol	HL-60(TB)
121	O=C(/C=C/c1ccc(Cl)cc1)c1ccc(NC(=O)N2CCN(c3cc4c(cc3F)c(=O)c(C(=O)O)cn4C3CC3)CC2)cc1	94
122	NC(CCc1ccc2c(c1)OCO2)c1ccccc1 (stereo unspecified)	101
123	COc1cc(-c2nnc(SCC(=O)Nc3ccc(C(=O)/C=C/c4ccc(Cl)cc4)cc3)n2-c2ccccc2)cc(OC)c1OC	103
124	CC(=O)c1sc(Nc2ccccc2)c(C(C)=O)c1C	86

In a second layout: entries from further up.
11: CCOc1ccc([N+](=O)[O-])cc1
  HL-60(TB) = 116

83: CC(=O)C(=Cc1ccc(C=C(C(C)=O)C(C)=O)cc1)C(C)=O
  HL-60(TB) = 7.1*

22: Nc1cccc2cc(O)ccc12
  HL-60(TB) = 115

15: OC1Cc2ccccc2C1Nc1cccc(C(F)(F)F)c1 (stereo unspecified)
  HL-60(TB) = 97

An excerpt; the hit share may differ from the screen's.
